# Screening results as filed in PubChem BioAssay.
# Cneo AK release: Cryptococcus neoformans lysis via adenylate kinase release | actives 0.2% (n = 360,000) | C. neoformans lysis, adenylate kinase release luminescence, 4 h; normalised: neutral wells 0, clomiphene wells 100 | AID 651654 | lysis activity, % at 15 µM;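 active = mean lysis activity across replicates of at least 80%, whatever share of replicates individually reach that level; inactive = mean lysis activity below 80%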
#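 Assay system: Cryptococcus neoformans yeast cells / Dosing: single-point compound dose / Timing: 4 h at 37 °C static, read 1 h later / Measured by: luminescence of released adenylate kinase using an AK detection reagent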
# PAX8 inh HTS: inhibitors of PAX8 transcriptional activity in RMG-I cells; actives 1.2% (n = 360,000); inhibition, % at 12.6 µM; RMG-I TPO-luciferase reporter, SteadyGlo, 24 h;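 active = mean replicate inhibition at least 60% with every replicate also reaching 60%; inconclusive = only one of the two criteria is met; inactive = mean below 60% and not all replicates reaching 60%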;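 also: luciferase light reporting Pax8 driven TPO promoter activity; plate controls were median of neutral control wells for no effect and mitoxantrone controls for full effect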
# PGC1a acetyl inh: modulators of PGC1a acetylation. AID 651687. U2OS PGC1a acetylation, AlphaScreen anti-acetyl-lysine; with virally co-expressed GCN5 acetyltransferase. inhibition, % at 15.6 µM. actives 0.17% (n = 350,000);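 active = every replicate shows inhibition of at least 40%; inconclusive = mean inhibition at least 40% but some replicate below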;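 also: 0% = neutral control wells and 100% = positive control wells; some results beyond the cut were filed as inactive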
# C2C12 statin: suppression of simvastatin myotoxicity | C2C12 myotubes + simvastatin, ATP luminescence, 48 h; scaled: DMSO 0, geranylgeraniol control 100 | rescue of ATP level, % at 7.49 µM | actives 0.78% (n = 330,000);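 active = mean ATP rescue above about 67%, or every replicate alone reaching that limit, limit read from the data, passing the limit was not always enough; inconclusive = no clear call, values can overlap the other calls; inactive = mean under the limit and some replicate under it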;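 also: myotubes were challenged with 10 µM simvastatin during compound exposure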
# PglD inh: PglD (C. jejuni) enzyme inhibition | purified PglD enzyme, DTNB colorimetric CoA detection | inhibition, % at 12.5 µM | actives 0.098% (n = 360,000) | AID 602405; in the data active = inhibition above about 16%, passing the limit was not always enough; inconclusive = no clear call, values can overlap the other calls; also: strong numbers were not always called active
# LGR2 inh: Drosophila LGR2 receptor signaling inhibition. HEK293 LGR2, CRE-luciferase, bursicon-stimulated, 4 h. inhibition, % at 9.99 µM. AID 720647. actives 0.35% (n = 380,000);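 active = drop in luminescence signal, shown as inhibition above about 50% in the replicate tests, limit read from the data, passing the limit was not always enough; inconclusive = probably only some replicates passing the limit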;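 also: agonist challenge used bursicon conditioned medium at about half maximal strength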
# ARNT-TACC3 inh: ARNT/TACC3 interaction disruption; AlphaScreen His-ARNT PAS-B/GST-TACC3 binding, luminescence; TACC3 fragment carries E629A point mutation; actives 0.66% (n = 390,000); inhibition, % at 9.99 µM;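 active = mean inhibition of replicates at least 50% and at least half of replicates each reaching 50%; inconclusive = half or more replicates reach 50% but mean below 50%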;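 also: 0% = complete ARNT plus TACC3 wells and 100% = ARNT alone without TACC3; many hits fall short of the cut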
# INS-1E GSIS act: GLuc luminescence reporter in INS-1E cells, primary screen for activators of glucose-dependent secretion of insulin | actives 0.61% (n = 370,000) | activation, % at 16.6 µM | INS-1E GLuc reporter insulin secretion, 2-3 h;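 active = lowest replicate activation of at least 40%, so every replicate reaches that level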;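 also: 0% = median of neutral control wells and 100% = median of IBMX positive control wells; some compounds called inactive have numbers as strong as hits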
# Numbers without * were called inactive; ? = inconclusive; nt = no result given; & = joins results of further samples.
SMILES,Cneo AK release,PAX8 inh HTS,PGC1a acetyl inh,C2C12 statin,PglD inh,LGR2 inh,ARNT-TACC3 inh,INS-1E GSIS act
C/C(=N\NC(=O)C(N)=O)c1ccc(NC(=O)c2cccs2)cc1,nt,-150,-1,nt,nt,-70,nt,11
CC(C)N(Cc1cn[nH]c1-c1ccc(-c2ccccc2)cc1)Cc1nccn1C,3,16,nt,-19,-4,-7,16,-29
Cc1ccc(S(=O)(=O)Nc2ccccc2CNc2ccc(Br)cn2)cc1,nt,-1,nt,nt,nt,-7,-3,-32
COc1ccc(CN(C)C[C@@H]2OCCCC[C@@H](C)Oc3ccc(NS(=O)(=O)c4ccc(OC)cc4)cc3C(=O)N([C@H](C)CO)C[C@@H]2C)cc1,-3,-1,-3,nt,1,0,5,-18
CCC(=O)Nc1ccc2c(c1)C(=O)N(C)C[C@@H](OC)[C@@H](C)CN(C(=O)CC1CC1)[C@@H](C)CO2,3,nt,0,-12,1,-3,-3,-1
Cc1cccc(C)c1OCC(=O)NC1CC1,3,-16,-1,9,-4,-10,-7,0
COc1ccc(N(C(=O)c2cnccn2)C(C(=O)NC2CCCCC2)c2ccccc2)cc1 (stereo unspecified),0,10,-24,56,4,-16,1,-8
CCOc1ccc(C(=O)Nc2nc(C)cc(C)n2)cc1[N+](=O)[O-],0,-4,-2,93*,4,1,-1,-1
Brc1ccccc1OCCOCCOc1cccc2cccnc12,-4,nt,-22,28,0,nt,-16,nt
COc1ccc(CCNC(=O)c2[nH]c(C)c(C(C)=O)c2C)cc1OC,-2,-5,2,-2,4,nt,7,nt
Cc1ccc(NC(=O)Cc2nnc(SCC(=O)NC3CCCC3)n2C)cc1,-4,-4,1,-3,3,4,-5,16
COc1cccc(-c2ccc3c(c2)[C@H]2[C@H](CCN2Cc2ccccc2OC)[C@H](CO)N3)c1,6,42,-31,-38,-1,-37,24,6
Cc1ccc(NC(=O)COC(=O)Cc2ccc(Br)cc2)cc1S(=O)(=O)N1CCOCC1,6,2,-3,1,-7,7,-3,-26
COc1ccc(OCCN2CCC(C(=O)NC(c3ccc(F)cc3)c3ccc4ccccc4n3)CC2)cc1 (stereo unspecified),0,37,-15,-15,1,-13,nt,nt
C[C@H](CO)N1C[C@H](C)[C@@H](CN(C)C(=O)c2ccncc2)OCc2cn(nn2)CCCC1=O,-3&-4,-9&0,-2&4,-18&6,1&-2,-1&3,-7&-4,2&5
C[C@@H]1CCCCO[C@H](CN(C)Cc2ccc(Cl)c(Cl)c2)[C@@H](C)CN([C@H](C)CO)C(=O)c2cc(NC(=O)c3ccccc3)ccc2O1,2,11,10,nt,0,1,-1,-5
COc1ccc(OCCn2cncn2)cc1,1,-24,1,5,-4,nt,-9,nt
COc1ccc(NC(=O)CN(C)C(=O)C(C)Oc2ccc(Br)cc2)cc1 (stereo unspecified),-1,8,-8,6,1,14,-2,-15
C[C@@H]1CCCCO[C@H](CN(C)CC2CC2)[C@H](C)CN([C@@H](C)CO)C(=O)c2cc(NS(=O)(=O)c3cccs3)ccc2O1,nt,-10,-19,nt,nt,-1,nt,0
Cc1ccc(S(=O)(=O)Oc2ccc(N3C(=O)C4C5CCC(C5)C4C3=O)cc2)cc1 (stereo unspecified),nt,10,-9,nt,nt,14,30,-14
O=c1[nH]c(=S)[nH]c2nc(-c3cccs3)cc(C(F)(F)F)c12,-1,20,-16,2,11,-15,0,41
O=C(Cc1ccc2c(c1)OCCO2)Nc1ccc(Cl)c(S(=O)(=O)N2CCOCC2)c1,-1,10,-27,-6,-4,17,nt,-9
O=C(Nc1nc2ccccc2s1)c1ccc(F)cc1,-7,-92,nt,nt,3,27,5,5
C[C@H](O)[C@@H]1CN2CCc3c([nH]c4ccc(-c5ccc6c(c5)OCO6)cc34)[C@@H]2C[C@@H]1N(C)C(=O)Nc1cc(Cl)cc(Cl)c1,1,23,-21,-43,5,13,nt,4
CO[C@@H]1CN(C)C(=O)c2cc(NC(=O)C3CC3)ccc2OC[C@H](C)N(C(=O)NC(C)C)C[C@H]1C,nt,-3,12,1,nt,3,nt,-5
CO[C@H]1CN(C)C(=O)c2ccc(NC(=O)c3cnccn3)cc2OC[C@@H](C)N(C(=O)C2CC2)C[C@H]1C,-2,5,10,-12,-1,17,2,19
CCC(=O)Nc1ccc2c(c1)OC[C@H](C)N(CCC(F)(F)F)C[C@@H](C)[C@H](OC)CN(C)C2=O,1,-4,nt,-11,1,10,-8,-5
O=C(COc1ccccc1)NNC1=NS(=O)(=O)c2ccccc21,nt,8,6,nt,nt,8,-1,13
COC(=O)c1ccc2nc(-c3cccc(Br)c3)c(Cc3ccc(OC)cc3C)n2c1,0,4,8,-20,0,-2,nt,3
CCC1NC(=O)c2cccnc2-n2c1nc1cc(C)cc(C)c1c2=O (stereo unspecified),2,7,-9,4,10,3,nt,-6
O=C(COc1cccc2cccnc12)Nc1nccs1,-2,-77,-2,-2,4,nt,1,nt
COc1ccc(-c2ccc(-c3nnc(Cc4ccc(OC)c(OC)c4)o3)cc2)cc1,0,-6,-13,6,5,nt,0,nt
CCN(c1ccccc1)S(=O)(=O)c1cc(C(=O)Nc2ccccc2Cl)ccc1F,nt,9,nt,nt,nt,3,20,-21
COc1ccccc1Nc1nc(N)nc(CSCCO)n1,-3,-8,-6,-6,-2,nt,5,41
O=C(NCc1ccc2c(c1)OCO2)C(=O)NCC1OCCN1S(=O)(=O)c1ccc(Br)cc1 (stereo unspecified),1,33,nt,24,-2,14,4,-4
CCOC(=O)c1c(C)c2c(n1C)CCC/C2=N\O,8,nt,11,-7,5,-6,1,34
COCC(=O)Nc1ccc2c(c1)OC[C@H](C)N(C(=O)c1ccccc1F)C[C@H](C)[C@H](OC)CN(C)C2=O,-1,nt,?,3,0,-9,-10,-2
COc1ccc(S(=O)(=O)N(C)C[C@@H]2Oc3c(NC(=O)Nc4ccc5c(c4)OCO5)cccc3C(=O)N([C@@H](C)CO)C[C@@H]2C)cc1,-10,nt,8,nt,-2,-15,-1,-7
CC(Sc1ncnc2sc(-c3ccccc3)cc12)C(=O)N1CCNC1=O (stereo unspecified),-1,-35,7,2,1,-14,nt,6
O=C(CCS(=O)(=O)Cc1ccc(Cl)cc1)NCCCN1CCN(c2ccccc2F)CC1,0,nt,-3,-2,2,nt,2,-12
COc1cc(-c2ccc3cc(OC)c(OC)c(OC)c3c2)cc(OC)c1OC,0,-1,nt,nt,-3,-6,nt,-36
CCCNC(=O)CN1C(=O)NC(Cc2c[nH]c3ccccc23)C1=O (stereo unspecified),nt,10,-4,nt,nt,-3,-1,-5
COc1ccc(CCNC(=O)c2nnc(CS(=O)(=O)c3ccccc3)o2)cc1OC,-1,-10,-3,5,-1,-8,-3,6
CCC1SC(N)=NC1=O (stereo unspecified),-2,nt,nt,0,7,nt,-2,nt
O=C(N=C1SC2CS(=O)(=O)CC2N1Cc1ccc(Cl)cc1)C1CC1 (stereo unspecified),0,19,2,1,0,-4,2,-16
C[C@H]1CN([C@@H](C)CO)C(=O)c2cc(C#CC3CC3)cnc2O[C@H]1CN(C)C(=O)c1ccc(F)cc1,-5,nt,8,1,0,4,-7,13
COc1ccc(NC(=O)N(C)C[C@H]2Oc3ccc(NC(=O)NC(C)C)cc3CC(=O)N([C@H](C)CO)C[C@@H]2C)cc1,-3,11,1,-4,0,-35,nt,7
COc1cc(/C=N/NC(=O)c2cn(-c3cccc(C)n3)cn2)ccc1O,nt,27,-13,23,nt,nt,11,11
COc1cc(/C=N/S(=O)(=O)c2ccccc2)cc(OC)c1O,-3,9,10,1,0,6,-2,9
CCOC(=O)c1ccc(NC=C2C(=O)OC3(CCCCC3)OC2=O)cc1,0,nt,7,nt,5,nt,0,nt
COc1cc(Cl)ccc1OC1(C)CCN(Cc2c(F)cccc2F)C1 (stereo unspecified),-2,-2,2,-4,3,14,nt,-21
Clc1cccc(OCCN2CCOCC2)c1,-1,-15,5,-12,1,nt,-3,nt
CCOC(=O)N1CCN(C(=O)CCCn2c(=S)[nH]c3ccsc3c2=O)CC1,nt,-1,nt,nt,nt,-12,-4,6
CCN(CC)CC(=O)NCc1cc(-c2ccc(OC)cc2)no1,4,nt,-17,nt,-1,nt,-3,nt
CC(C)NC(=O)N(C)C[C@@H]1Oc2c(NC(=O)Nc3ccccc3)cccc2C(=O)N([C@H](C)CO)C[C@H]1C,-2&2,9,4&2,-13&-4,-2&-2,-3&10,0&-3,7&-13
CC[C@]12C(=O)N(C)C[C@H]([C@@H]3C(=O)N(C)C(=O)[C@@H]31)N2C(=O)c1ccccc1,4,-2,-1,2,2,3,-11,6
CCOc1ccc(S(=O)(=O)N2CCOCC2)cc1NC(=O)CSCc1ccc(C)cc1,-1,16,3,-2,-5,2,7,-10
COC(=O)c1cc(C(=O)OC)cc(N2C(=O)CC(NNC(=O)c3ccc(C)cc3)C2=O)c1 (stereo unspecified),nt,-4,nt,nt,nt,16,4,-2
O=C(NCC1(N2CCCCC2)CCCCC1)C1CC(=O)N(c2ccc3c(c2)OCCO3)C1 (stereo unspecified),2,4,4,-2,0,7,1,2
COc1ccc(NC(=O)CN2C(=O)C(c3ccccc3)=NC23CCCCCC3)cc1,-3,-2,-17,23,-4,12,3,-32
# (next part)
SMILES,Cneo AK release,PAX8 inh HTS,PGC1a acetyl inh,C2C12 statin,PglD inh,LGR2 inh,ARNT-TACC3 inh,INS-1E GSIS act
O=C1CSC(c2cccnc2)N1CCc1ccccn1 (stereo unspecified),nt,12,nt,nt,nt,-4,-8,-5
CC(NC(=O)CCc1nnc(C2(c3ccc(Cl)cc3)CCC2)o1)C1CC1 (stereo unspecified),nt,-18,nt,nt,nt,0,-6,0
CC(C)(C)C(=O)N1CCn2c1nc1ccccc12,1,8,-1,-5,12,6,10,17
CC(C)C1=NN2C(=N)CC(=O)N=C2S1,0,nt,4,1,6,14,-1,4
COc1ccc(-c2nc(CS(=O)CC(=O)NCc3cccnc3)c(C)o2)cc1 (stereo unspecified),2,12,1,-7,-1,-1,-3,nt
CCCN1[C@@H]2c3ccc(/C=C/c4ccccc4)c(=O)n3C[C@@H]2[C@@H](CO)[C@@H]1C(=O)N1CCOCC1,-2,69*,10,11,3,-1,-41,-8
O=C(NCCNC(=O)Oc1cccc2ccccc12)Oc1cccc2ccccc12,0,-5,1,5,0,-28,1,-20
CCN1[C@@H]2c3ccc(-c4ccncc4)c(=O)n3C[C@H]1[C@H](CO)[C@H]2C(=O)NCCc1cn(C)cn1,1,-10,3,-7,1,11,12,14
COc1ccc2c(c1)c(C(C)=O)c(C)n2-c1ccc(C(C)=O)cc1,-17,-128,nt,8,5,5,-15,3
Cn1ccnc1C1CCCCN1Cc1nc(Cc2ccccc2F)no1 (stereo unspecified),3,-3,5,-11,-3,28,-10,-5
COc1ccccc1Oc1nnnn1-c1ccc(C(N)=O)cc1,-1,nt,-1,25,2,-2,16,11

# Copied from the list.
# For ARNT-TACC3 inh, COc1cc(/C=N/S(=O)(=O)c2ccccc2)cc(OC)c1O reads -2
# For PAX8 inh HTS, Cc1ccc(S(=O)(=O)Oc2ccc(N3C(=O)C4C5CCC(C5)C4C3=O)cc2)cc1 (stereo unspecified) reads 10
# For PglD inh, Brc1ccccc1OCCOCCOc1cccc2cccnc12 reads 0

# Hits appear at their usual frequency; any-hit rate near 2.9%.
